# Cneo AK release – Cryptococcus neoformans lysis via adenylate kinase release | 360,000 compounds, 0.2% hits | C. neoformans lysis, adenylate kinase release luminescence, 4 h; normalised: neutral wells 0, clomiphene wells 100 | lysis activity, % at 15 µM;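 active = mean lysis activity across replicates of at least 80%, whatever share of replicates individually reach that level; inactive = mean lysis activity below 80%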
#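 Signal: Adenylate kinase release luminescence | Assay system: Log-phase Cryptococcus neoformans yeast cells | Input: Cells at 5 × 10^6 per mL | Buffer or medium: Fresh YPD growth medium | Compound: Single dose | Schedule: Static 4 h at 37 °C with compound, 1 h detection | Controls: Clomiphene | Read-out: Luminescence rise reflecting yeast cell lysis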
# RAD52 inh – RAD52 (human) annealing inhibition; recombinant RAD52 DNA annealing, FRET fluorescence; inhibition, % at 18.7 µM; 360,000 compounds, 0.46% hits; AID 651710;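 active = every replicate showing at least 50% inhibition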
# Target sequence (P43351 whole entry, looked up): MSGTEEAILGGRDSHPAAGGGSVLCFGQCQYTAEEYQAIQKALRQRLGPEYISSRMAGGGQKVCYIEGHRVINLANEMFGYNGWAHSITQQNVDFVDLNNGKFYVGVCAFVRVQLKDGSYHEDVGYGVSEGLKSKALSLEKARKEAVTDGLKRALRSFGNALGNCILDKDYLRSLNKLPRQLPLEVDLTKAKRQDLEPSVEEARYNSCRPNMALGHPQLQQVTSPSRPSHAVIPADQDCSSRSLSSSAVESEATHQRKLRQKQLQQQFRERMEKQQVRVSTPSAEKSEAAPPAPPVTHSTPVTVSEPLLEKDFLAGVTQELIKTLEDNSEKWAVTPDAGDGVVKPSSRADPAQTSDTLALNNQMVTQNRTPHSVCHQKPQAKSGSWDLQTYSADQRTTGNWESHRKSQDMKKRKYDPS
# E-selectin induc – E-selectin induction on HUVECs. HUVEC E-selectin immunofluorescence imaging; normalized: neutral wells 0, TNF-alpha wells 100. activation, % at 7.58 µM. 260,000 compounds, 0.37% hits;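 active = mean E-selectin-positive cell signal at least 10% of the positive control, reached in at least 60% of replicates, without over 20% cell loss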;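 also: in these data hits start at about 27%; measured in HUVEC primary endothelial cells; signal is the percent of cells scored E-selectin positive by PE staining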
# Target sequence (P16581 whole entry, looked up): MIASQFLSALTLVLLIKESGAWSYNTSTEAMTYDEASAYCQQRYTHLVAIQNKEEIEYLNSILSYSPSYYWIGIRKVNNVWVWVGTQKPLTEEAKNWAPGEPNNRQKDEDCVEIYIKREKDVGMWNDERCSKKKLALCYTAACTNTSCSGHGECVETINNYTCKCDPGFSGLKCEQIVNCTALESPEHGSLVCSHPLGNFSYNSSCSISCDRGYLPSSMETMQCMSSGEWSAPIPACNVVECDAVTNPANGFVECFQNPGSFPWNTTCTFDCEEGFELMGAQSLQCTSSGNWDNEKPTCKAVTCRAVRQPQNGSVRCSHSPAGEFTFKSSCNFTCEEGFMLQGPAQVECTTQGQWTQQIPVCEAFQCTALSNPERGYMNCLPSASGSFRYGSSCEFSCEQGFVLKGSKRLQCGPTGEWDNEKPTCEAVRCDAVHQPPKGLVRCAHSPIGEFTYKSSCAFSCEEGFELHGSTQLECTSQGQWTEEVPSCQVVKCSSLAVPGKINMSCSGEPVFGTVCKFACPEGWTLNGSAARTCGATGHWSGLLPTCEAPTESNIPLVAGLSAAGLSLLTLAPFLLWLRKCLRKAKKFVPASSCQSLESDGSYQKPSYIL
#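 Read-out basis: % PE-positive cells; Test system: HUVEC primary endothelial cells; Technique: immunofluorescence imaging; Dosing: single-point compound dose.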
# RAD54 inh – blocks human RAD54 Holliday junction branch migration; 360,000 compounds, 0.14% hits; inhibition, % at 10.4 µM; Q92698; FAM/BHQ fluorescence;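 active = mean normalized replicate activity at least 40 and at least half of replicates scoring 40 or more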;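 also: 0% = median of neutral control wells and 100% = median of positive control wells; inhibitors cause a drop in the FAM fluorescence signal; in these data hits start at about 50%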
# miR122 inh – blocks miR-122 activity in Huh7 sensor cells; AID 602342; Huh7 miR-122 Renilla luciferase sensor, 48 h; neutral wells = 0, positive control = 100; 340,000 compounds, 0.3% hits; activation (reporter increase), % at 12.5 µM;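 active = mean replicate activation score at least 90 and every replicate individually at or above 90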;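 also: higher luciferase means less miR-122 activity so hits act as miR-122 inhibitors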
# ERAP1 inh – inhibitors of human ERAP1 aminopeptidase; 340,000 compounds, 0.15% hits; inhibition, % at 10.7 µM; recombinant ERAP1, Leu-AMC fluorescence, 60 min; Q9NZ08;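 active = mean replicate inhibition of at least 30%, or all replicates individually reaching that 30% level; inactive = mean below 30% and not every replicate reaching it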;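 also: 0% = neutral control wells and 100% = L-leucinethiol positive control wells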
# PGC1a acetyl inh – lowers PGC1a acetylation signal in U2OS cells; 350,000 compounds, 0.17% hits; AID 651687; AlphaScreen anti-acetyl-lysine; with virally co-expressed GCN5 acetyltransferase; inhibition, % at 15.6 µM;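 active = every replicate shows inhibition of at least 40%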;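 also: 0% = neutral control wells and 100% = positive control wells; some results beyond the cut were filed as inactive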
# PglD inh – PglD (C. jejuni) enzyme inhibition; purified PglD enzyme, DTNB colorimetric CoA detection; inhibition, % at 12.5 µM; 360,000 compounds, 0.098% hits; AID 602405; in the data active = inhibition above about 16%, passing the limit was not always enough; also: strong numbers were not always called active
# * = called active by the depositor; / = no result given; & = joins results of further samples; [ ] = dose if it differs, or a comment. Rows are unselected; 1.4% or so of the library scored in one or more.
entry	canonical_smiles	E-selectin induc	RAD54 inh	RAD52 inh	PglD inh
1	COc1ccc(-n2ncc3c(NCC4CCCO4)ncnc32)cc1 (stereo not drawn)	/	-2	/	-6
2	CC(C)c1ccc(S(=O)(=O)NC2CCS(=O)(=O)C2)cc1 (stereo not drawn)	-0.1	-5	3	2
3	O=C(CN1CCOCC1)Nc1cc(Cl)ccc1Cl	/	-6	/	-4
4	CCn1cc(C(=O)Nn2cnnc2)c(=O)c2ccc(C)nc21	0.1	-11	-4	-1
5	Cc1noc(C)c1CSc1nnnn1-c1ccc(Cl)cc1	/	8	/	6
6	NC(=O)N/N=C/c1cc(Br)ccc1OCC(=O)NCc1ccccc1	/	2	/	2
7	CC(C)NC(=O)N[C@@H]1CC[C@@H](CC(=O)NCCN2CCCC2)O[C@H]1CO	-0.2	1	-8	2
8	CNC(=O)c1[nH]cnc1C(=O)Nc1ccc(Cl)cc1	-0.1	-1	-9	-4
9	CO[C@@H]1CN(C)C(=O)c2ccc(NC(C)=O)cc2OC[C@@H](C)N(Cc2ccccn2)C[C@H]1C	0.1	0	2	-1
10	CCn1c(SCC(=O)N2CCCCC2)nc2c(c1=O)SC(C)C2 (stereo not drawn)	1.7	-6	-7	2
11	CN(C)CCCNC(=O)C[C@H]1C[C@H](C(=O)N2CCCCC2)[C@@]2(CCc3ccccc3)c3[nH]c4cc(-c5ccco5)ccc4c3CCN2C1=O	0.3	-9	75*	-1
12	Cc1ccc(C(=O)Nc2ccccc2C(=O)N2CC(C)OC(C)C2)cc1 (stereo not drawn)	0.1	-4	-2	5

entry	PGC1a acetyl inh	ERAP1 inh	Cneo AK release	miR122 inh
1	/	/	-34	-12
2	/	-2	0	/
3	8	/	0	101*
4	-1	0	0	7
5	-7	/	0	5
6	-7	/	2	0
7	-2	-1	-5	/
8	7	2	1	-5
9	0	-2	-3	5[16.7 µM]
10	-1	2	-1	-1
11	/	13	13	-6
12	9	0	0	1

# Grouped by structure, the entries above with sulfur
entry	canonical_smiles	E-selectin induc	RAD54 inh	RAD52 inh	PglD inh
2	CC(C)c1ccc(S(=O)(=O)NC2CCS(=O)(=O)C2)cc1 (stereo not drawn)	-0.1	-5	3	2
5	Cc1noc(C)c1CSc1nnnn1-c1ccc(Cl)cc1	/	8	/	6
10	CCn1c(SCC(=O)N2CCCCC2)nc2c(c1=O)SC(C)C2 (stereo not drawn)	1.7	-6	-7	2

entry	PGC1a acetyl inh	ERAP1 inh	Cneo AK release	miR122 inh
2	/	-2	0	/
5	-7	/	0	5
10	-1	2	-1	-1

# Taken from above:
# CC(C)c1ccc(S(=O)(=O)NC2CCS(=O)(=O)C2)cc1 (stereo not drawn) | ERAP1 inh = -2
# CO[C@@H]1CN(C)C(=O)c2ccc(NC(C)=O)cc2OC[C@@H](C)N(Cc2ccccn2)C[C@H]1C | E-selectin induc = 0.1

# Structures above that contain a halogen:
entry	canonical_smiles	E-selectin induc	RAD54 inh	RAD52 inh	PglD inh
3	O=C(CN1CCOCC1)Nc1cc(Cl)ccc1Cl	/	-6	/	-4
5	Cc1noc(C)c1CSc1nnnn1-c1ccc(Cl)cc1	/	8	/	6
6	NC(=O)N/N=C/c1cc(Br)ccc1OCC(=O)NCc1ccccc1	/	2	/	2
8	CNC(=O)c1[nH]cnc1C(=O)Nc1ccc(Cl)cc1	-0.1	-1	-9	-4

entry	PGC1a acetyl inh	ERAP1 inh	Cneo AK release	miR122 inh
3	8	/	0	101*
5	-7	/	0	5
6	-7	/	2	0
8	7	2	1	-5

# (next part)
entry	canonical_smiles	E-selectin induc	RAD54 inh	RAD52 inh	PglD inh
13	OCCC#Cc1ccc(CN2CCN(CCc3ccccc3)C(CCO)C2)cc1 (stereo not drawn)	/	0	-9	-2
14	Cc1nc(SCc2nc3ccccc3[nH]2)c2oc3ccc(Br)cc3c2n1	0.3	8	-90	-2
15	Cc1cc(Br)cn2ccnc12	/	2	/	2
16	O=C(Nc1ccc2c(c1)[C@H]1C[C@H](CC(=O)N3CCOCC3)O[C@H](CO)[C@H]1O2)c1ccc2c(c1)OCO2	-0.2	4	/	-7
17	COc1ccc(-n2nc(C(=O)NCCCN3CCCC3=O)c3c4ccccc4n(C)c3c2=O)cc1Cl	/	5	/	0
18	C[C@H]1CN([C@@H](C)CO)C(=O)c2cc(NC(=O)Nc3ccc4c(c3)OCO4)ccc2O[C@H]1CN(C)Cc1ccc(Oc2ccccc2)cc1	-16	1	-4	4
19	C/C=C(\C)CN1CCN(c2cccc(C)c2C)CC1	/	-7	/	-4
20	CN1C(=O)c2cc(NS(=O)(=O)c3ccccc3F)ccc2OC[C@H]2O[C@@H](CC(=O)NC3Cc4ccccc4C3)CC[C@@H]21	0.0	/	-5	/
21	CCN(c1ccc(OC)cc1)S(=O)(=O)c1ccc2c(c1)CC(C)N2C(=O)C1CC1 (stereo not drawn)	-0.1	/	-3	/
22	Cn1cc(C(c2ccccn2)c2cn(C)c3ccccc23)c2ccccc21	/	9	/	5
23	CCOc1ccc(NC(=O)Nc2c(C)n(C)n(-c3ccccc3)c2=O)cc1	0.1	-14	-13	2
24	O=C(NNC(=S)NC(=O)c1ccccc1)c1cccnc1	3.7	-7	-18	-2

entry	PGC1a acetyl inh	ERAP1 inh	Cneo AK release	miR122 inh
13	12	0	3	-4
14	0	/	0	22
15	11	/	4	-2
16	6	/	-22	1[16.7 µM]
17	/	/	0	1
18	6	1	-1	-9[16.7 µM]
19	4	/	-7	/
20	/	-1	2	/
21	-8	-2	/	5
22	-15	/	1	4
23	/	2	-1	/
24	/	3	-1	/

# Continued:
entry	canonical_smiles	E-selectin induc	RAD54 inh	RAD52 inh	PglD inh
25	Cc1cccc(/C=N/n2c(C)nc3ccccc3c2=O)c1	/	-12	-4	9
26	Cc1cc(=O)[nH]c(SCC(=O)NC(c2ccccc2)c2ccccc2)n1	0.6	5	4	-5
27	CCNc1nc(NCC)nc(C(=O)Nc2ccccc2)n1	/	-5	/	7
28	CN1CCc2c(OCC(=O)NC3CCCCC3)cccc2C1=O	/	5	-11	-2
29	Cc1cc(=O)n2c(nc3ccccc32)s1	-0.2	6	-11	1
30	O=C(CSc1n[nH]c(-c2ccco2)n1)Nc1sc2c(c1C(=O)Nc1ccccc1)CCCC2	/	8	/	-2
31	O=C1Nc2cc(Cl)ccc2Nc2cscc21	0.0	-9	-15	-1
32	CCC(C)N(C(=O)Cn1nnc2ccccc21)C(C(=O)NCc1ccco1)c1cccc(OC)c1 (stereo not drawn)	/	-3	/	-2
33	Cc1cc(OCc2cc(C(=O)N3CCN(CC4CC4)CC3)no2)cc(C)c1Cl	/	-32	-18	3
34	CCOc1ccc(N2C(=O)Nc3ccc(Br)cc3C2(O)C(=O)NCCN(C)C)cc1 (stereo not drawn)	/	-12	-4	-4
35	CN(CC(=O)Nc1ncn[nH]1)S(=O)(=O)c1cc(Cl)ccc1Cl	/	11	6	-4
36	CC(C)N(Cc1nc(-c2ccccc2)no1)S(=O)(=O)c1ccccc1	-1.0	0	-11	-2

entry	PGC1a acetyl inh	ERAP1 inh	Cneo AK release	miR122 inh
25	-5	3	1	0
26	1	1	1	-3
27	-31	/	0	7
28	0	0	-2	-10
29	2	-8	-1	/
30	-4	/	5	-3
31	/	2	0	/
32	-4	/	18	0
33	9	-1	0	5
34	-3	0	1	-10
35	1	0	1	0
36	0	8	0	5

# The last 2 entries of the section before come first, to join the parts:
entry	canonical_smiles	E-selectin induc	RAD54 inh	RAD52 inh	PglD inh
35	CN(CC(=O)Nc1ncn[nH]1)S(=O)(=O)c1cc(Cl)ccc1Cl	/	11	6	-4
36	CC(C)N(Cc1nc(-c2ccccc2)no1)S(=O)(=O)c1ccccc1	-1.0	0	-11	-2
37	CCC(C(=O)NNC(=O)c1cnccn1)c1ccccc1 (stereo not drawn)	-0.4	0	-8	0
38	O=c1cc(Nc2ccc3c(c2)OCCO3)[nH]c(=O)n1-c1ccc(Cl)cc1	0.3	-2	-15	1
39	C=CCc1c(C)nc(C)nc1N/N=C/c1ccc([N+](=O)[O-])cc1	/	12	/	-4
40	Nc1sc2c(c1C(=O)NC1CCS(=O)(=O)C1)CCCC2 (stereo not drawn)	-0.1	-8	-45	8
41	O=C(Cc1ccccn1)N[C@@H]1CC[C@H](CC(=O)N2CCCCC2)O[C@H]1CO	-0.3	-7	-5	4
42	CC(=O)c1ccc(N(CC(=O)NC2CCCC2)C(=O)c2csnn2)cc1	/	7	-13	-1
43	C[C@@H]1CCCCO[C@H](CN(C)S(=O)(=O)c2ccc(Cl)cc2)[C@@H](C)CN([C@H](C)CO)C(=O)c2cc(NC(=O)CCCN(C)C)ccc2O1	0.3	-17	14	-6
44	CCCN1CC=C2C(C#N)=C(N)C(C#N)(C#N)C(c3cc(OC)ccc3OC)C2C1 (stereo not drawn)	/	-19	/	-3
45	CCn1c(SCC(=O)Nc2cccc(S(=O)(=O)N(C)c3ccccc3)c2)nnc1C1CC1	0.4	2	6	5
46	CC(C)CN1CCN(CCCOC(=O)Nc2cccc3ccccc23)CC1C (stereo not drawn)	0.1	-4	-7	0
47	CCCCNc1c(-c2ccc(OC)c(SC(C)CC)c2)nc2cc(C)ccn12 (stereo not drawn)	17&0.2	5	-5&-44	1
48	COc1ccccc1CNC(=O)C1CCC(CNS(=O)(=O)c2cccc3cccnc23)CC1 (stereo not drawn)	-0.2	-2	-14	0

entry	PGC1a acetyl inh	ERAP1 inh	Cneo AK release	miR122 inh
35	1	0	1	0
36	0	8	0	5
37	-6	-4	1	1
38	10	-2	-1	-8
39	-4	/	0	-8
40	12	4	0	-3
41	13	0	-1	/
42	/	-1	3	/
43	4	-4	-3	-4[16.7 µM]
44	7	/	-2	-1
45	-10	-3	0	0
46	12	-1	-1	/
47	-12	-2	3	29
48	-5	-1	-1	3

# Other records.
entry	canonical_smiles	E-selectin induc	RAD54 inh	RAD52 inh	PglD inh
49	O=C1CC(N2CCN(c3ccccc3Cl)CC2)C(=O)N1c1ccc(F)cc1 (stereo not drawn)	/	-2	/	-1
50	Cc1c(C)c2c(OCC(=O)NCC(O)c3ccccc3)cc3c(c2oc1=O)CCC(C)(C)O3 (stereo not drawn)	/	0	-4	-1
51	O=C(COC(=O)CNS(=O)(=O)c1ccc(Cl)cc1)NC1CCCCC1	/	5	-15	-4
52	COc1ccc(C2C=C(c3ccc(C)cc3)Nc3ncnn32)cc1 (stereo not drawn)	/	-4	/	3
53	O=C(CNC(=O)c1ccc(F)cc1)N/N=C/c1cc(Br)ccc1OC(=O)/C=C/c1ccco1	5.4	/	-26	/
54	CCOC(=O)C1=C(C)N=C2SC(C)C(=O)N2C1c1ccccc1 (stereo not drawn)	0.2	3	-1	-2
55	CCOC(=O)Cn1c(CN2CCOCC2)nc2c1c(=O)[nH]c(=O)n2C	0.1	0	-13	-4

entry	PGC1a acetyl inh	ERAP1 inh	Cneo AK release	miR122 inh
49	-2	/	-1	-8
50	-7	13	-8	-18
51	14	7	7	-3
52	-2	/	-1	8
53	1	0	/	/
54	1	3	-1	-4
55	-14	-12	-1	1

# Screening data from PubChem.
